KOR beta-arrestin-1: KOR agonists, beta-arrestin recruitment, primary screen, cell-based, luminescence, uHTS (AID 1777); Kappa-type opioid receptor (Homo sapiens); KOR beta-arrestin recruitment, luminescence; higher % means a stronger effect; activation, % at 10 µM; hits with a dose series show EC50 in µM; 280,000 compounds, 0.02% hits; in the data active = activation above about 50%, passing the limit was not always enough; note: a part of the inactive calls stands beside numbers as strong as those of hits
AID2073: inhibitors of Mint1-CaV2.2 protein interaction, biochemical, HTRF (AID 2073) | inhibition, % at 20 µM; hits with a dose series show IC50 in µM | HTRF protein-protein interaction, Mint1-CaV2.2; higher % means a stronger effect | 290,000 compounds, 0.19% hits; in the data active = inhibition mostly above about 51%, no sharp cut-off; inconclusive = no clear call, values can overlap the other calls; inactive = mostly below about 53%; note: some results filed as inactive read as strong as hits
NOD1 inhibition: NOD1 signaling inhibitors, primary screen, cell-based, luminescence, uHTS (AID 1578); inhibition, % at 4 µM, or EC50 in µM where a hit was titrated; NOD1-driven NF-kB luciferase reporter cells, luminescence; higher % means a stronger effect; 290,000 compounds, 1% hits; in the data active = inhibition mostly above about 36%, no sharp cut-off; inactive = mostly below about 34%;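 note: HEK-293T reporter cells stimulated with the NOD1 agonist gamma-tri-DAP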
HIV peptide binding: inhibitors of HIV fusion peptide binding, primary screen, biochemical, uHTS, fluorescence dequenching (AID 1986) | 290,000 compounds, 0.3% hits | inhibition, % at 20 µM, or IC50 in µM where a hit was titrated | cell-free peptide binding, fluorescence dequenching, 30 min; higher % means a stronger effect; in the data active = inhibition mostly above about 52%, no sharp cut-off; inactive = mostly below about 76%; note: some results filed as inactive read as strong as hits
HEK293 NOD2/NF-kB: NOD2 signaling inhibitors, cell-based, luminescence, uHTS, HEK293 (AID 1566); inhibition, % at 4 µM; hits with a dose series show EC50 in µM; 290,000 compounds, 0.63% hits; HEK293 NOD2/NF-kB luciferase reporter, luminescence; higher % means a stronger effect; note: many of its hits are not listed in these tables
KOR beta-arrestin-2: KOR antagonists, beta-arrestin recruitment, cell-based, luminescence, uHTS (AID 1778). Kappa-type opioid receptor (Homo sapiens). KOR beta-arrestin recruitment, luminescence, antagonist mode; higher % means a stronger effect. inhibition, % at 10 µM, or IC50 in µM where a hit was titrated. 290,000 compounds, 0.091% hits; note: strong numbers were not always called active
NS5 inhibitors: Dengue-2 NS5 methyltransferase inhibitors, primary screen, biochemical, confirmation dose response (AID 588689); Dengue-2 NS5 methyltransferase capping enzyme assay, biochemical; higher % means a stronger effect; inhibition, % at 25 µM; hits with a dose series show IC50 in µM; Genome polyprotein (Dengue virus type 2 (strain 16681-PDK53)); 340,000 compounds, 0.3% hits; in the data active = a potency from the dose series; inconclusive = inhibition above about 29% without an active follow-up result
West Nile antiviral: West Nile virus antiviral activity, cell-based, CPE readout (AID 1621). West Nile virus-infected cells, CPE inhibition; higher % means a stronger effect. CPE inhibition, % at 10 µM; hits with a dose series show IC50 in µM. 290,000 compounds, 0.02% hits; in the data active = a potency from the dose series; inconclusive = CPE inhibition mostly from about 3.7% at the one dose, without a potency; inactive = the rest, 99 in 100 with CPE inhibition below about 2.2%; note: strong numbers were not always called active
Yfh1-off respiration: enhancers of respiration in Yfh1-depleted yeast, dose response, Friedreich's ataxia, plus single-dose screen (AID 1465). fold induction at 50 µM; hits with a dose series show EC50 in µM. 220,000 compounds, 0.074% hits. S. cerevisiae Yfh1-off respiration, WST-1 reduction, 72 h; higher fold induction means a stronger effect;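 active = fold induction of absorbance versus untreated yeast above a set limit, then at least 30% activation at any dose in follow-up; inconclusive = repeats straddling the limit, or above it without dose testing; inactive = fold induction below the set limit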;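 note: activators that raise dye reduction in frataxin-depleted yeast; strong numbers were not always called active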
NS5 inhibitors pilot replicate: second read-out of NS5 inhibitors, no call of its own (marks repeat the call); inhibition, %; measured here: pilot screen replicate inhibition
An asterisk follows results filed as active; i = inactive; ? = inconclusive; . = no result given; [ ] = dose if it differs, or a comment. Cut-off read from the data, not from the text of the source, unless noted: active = inhibition above about 50%; inactive = the rest.

SMILES	KOR beta-arrestin-1	AID2073	NOD1 inhibition	HIV peptide binding	HEK293 NOD2/NF-kB	KOR beta-arrestin-2	NS5 inhibitors	West Nile antiviral	Yfh1-off respiration	others
O=C1NC(=O)C(=C2CCCCCC2)S1	-3.7%	0.0%	-33.4%	0.6%	11.2%	-5.5%	6.1%	0.1%	i
O=C(CSc1nnc(-c2ccncc2)n1-c1ccccc1)Nc1ccc(C(=O)O)cc1	5.7%	3.2%	-11.7%	-0.6%	5.8%	-27.5%	.	0.1%	i
Cc1nnc(C)n1/N=C/c1cc(Br)cc(Br)c1O	-2.1%	1.6%	42.7%	17.3%	21.7%	24.0%	-3.2%	0.5%	i
O=C(Cn1nc(Cl)nc1Cl)c1ccc2c(c1)OCCO2	-0.8%	-0.4%	13.4%	-2.3%	15.2%	26.4%	3.3%	0.5%	i
CCOc1ccccc1/C=N/NC(=O)CNC(=O)c1ccc(S(=O)(=O)N2CCOCC2)cc1	-4.4%	2.1%	2.8%	-1.2%	1.6%	-3.7%	-1.9%	-0.7%	i
COc1cccc(NC(=O)Nc2cccnc2)c1	-0.9%	-13.8%	-10.4%	-0.6%	-4.9%	16.7%	-14.2%	-0.1%	i
COc1cc(CN2CCC(n3nccc3NC(=O)c3ccccc3OC)CC2)ccc1F	10.6%	15.1%	36.4%	-1.4%	12.4%	-14.9%	-8.5%	-1.2%	.
COc1cc(SC)ccc1C(=O)N1CCCc2ccccc21	1.2%	-3.7%	-24.4%	-0.1%	-2.2%	-26.2%[20 µM]	-1.1%	-0.2%	.
CCCn1nc(Oc2nc(SC)nc(N(C)C)n2)ccc1=O	-14.0%	2.7%	18.2%	4.8%	-23.0%	-30.7%	-2.8%	-0.4%	i
O=S(=O)(NC1CCCCC1N1CCN(c2cccc(Cl)c2)CC1)c1ccccc1 (configuration not stated)	-0.2%	-6.4%	-5.8%	0.8%	-7.9%	-17.7%	4.4%	-0.4%	.
CCc1ccccc1N1C(=O)c2cccc3c(N4CCOCC4)c([N+](=O)[O-])cc(c23)C1=O	-0.5%	11.6%	26.7%	0.3%	19.3%	-1.2%	-4.9%	1.8%	i
COc1ccccc1CNC(=O)c1ccc(SC)cc1OC	-1.4%	7.4%	9.1%	-0.8%	9.1%	4.5%	-8.0%	0.5%	i
COCCNC(=O)C(c1ccco1)N(C(=O)Cn1nnc2ccccc21)c1ccc(C)cc1C (configuration not stated)	-3.3%	-2.4%	-17.0%	1.1%	-7.3%	14.8%	-12.6%	-0.4%	i
CCSc1oc(-c2ccccc2)nc1S(=O)(=O)c1ccccc1	-2.7%	2.1%	-14.0%	2.3%	13.8%	29.1%	-5.5%	0.6%	i
O=C(CCN1CCOCC1)N1CCCC(Nc2cccc(F)c2)C1 (configuration not stated)	-1.6%	34.6%	-13.8%	2.4%	-8.8%	-14.7%	2.6%	-0.6%	.
CC1CCCCC1NC(=O)c1cc2ccccc2o1 (configuration not stated)	7.8%	2.4%	-28.1%	2.1%	9.0%	-15.3%	-4.4%	-0.9%	i
CC(=O)Oc1ccc(NC(=O)CSc2ccccc2)cc1	-4.5%	11.8%	-48.5%	0.2%	-9.8%	14.4%	3.2%	-0.2%	i
COc1cc(CN2CCN(CCCc3ccccc3)C(CCO)C2)cc(OC)c1O (configuration not stated)	-3.2%	-8.1%	-20.8%	-2.0%	5.3%	-28.6%[20 µM]	2.7%	-0.3%	.
COC(=O)CCC(=O)Nc1ccc(NC(=O)CCC(=O)OC)cc1	-3.8%	36.3%	-12.9%	-2.6%	9.7%	10.5%	1.4%	-0.4%	i
CCN(Cc1ccccc1)C(=O)COC(=O)c1cc(S(=O)(=O)Nc2c(C)n(C)n(-c3ccccc3)c2=O)ccc1C	-3.6%	-4.6%	-25.8%	-2.4%	8.3%	16.6%	-14.7%	0.0%	i
CC1(C)CC(=O)C(=Cc2cn(CCC#N)nc2-c2ccc(F)cc2)C(=O)C1	-1.0%	11.6%	20.1%	1.1%	14.2%	20.3%	52.8µM*	0.3%	i
O=C(Nc1ccccc1C(=O)N1CCOCC1)c1ccc(Br)cc1	-2.6%	1.0%	-36.5%	0.9%	15.7%	5.1%	-7.2%	-0.4%	.
O=C(Oc1ccc2ccccc2c1Br)N1CCCCCC1	5.6%	11.2%	-15.9%	6.5%	-444.0%	-20.0%	-7.6%	-1.7%	i
Cc1cccc(CC(=O)Nc2cccnc2)c1	-6.9%	11.4%	3.2%	-0.4%	-7.1%	-9.2%[20 µM]	-0.7%	0.1%	.	NS5 inhibitors pilot replicate=-0.6
Fc1ccccc1/C=N/Nc1nc(N2CCCCC2)nc(N2CCCCC2)n1	.	4.4%	-22.0%	0.0%	-12.3%	-1.3%[20 µM]	-6.2%	-0.1%	i
(further entries)
SMILES	KOR beta-arrestin-1	AID2073	NOD1 inhibition	HIV peptide binding	HEK293 NOD2/NF-kB	KOR beta-arrestin-2	NS5 inhibitors	West Nile antiviral	Yfh1-off respiration	others
O=C(NCc1cccnc1)c1ccc(-c2ccc(Cl)cc2)o1	.	0.3%	-19.4%	-1.6%	11.5%	-36.3%[20 µM]	22.1%	-2.2%	i
Cn1c(SC(C(=O)Nc2ccc(F)cc2)c2ccccc2)nc2ccccc21 (configuration not stated)	10.7%	3.8%	0.2%	0.0%	3.0%	-13.7%	.	-0.4%	i
Cc1cc(=O)oc2c3c(ccc12)OC/C3=N/N	6.3%	10.5%	-6.5%	-2.1%	5.2%	-1.5%	11.5%	0.0%	i
CCOc1ccccc1NC(=O)c1ccc2c(c1)C(=O)N(C(C)(C)C)C2=O	1.1%	5.0%	0.2%	0.6%	20.5%	-44.3%[20 µM]	-5.8%	0.1%	.
CCOc1ccc2nc(N3CCCC(C(=O)NCC4CCCO4)C3)sc2c1 (configuration not stated)	4.9%	-10.4%	-10.2%	-0.4%	-45.9%	-5.6%	1.5%	-0.7%	i
N#C/C(=C1/C(=O)Nc2ccc(Br)cc21)c1ccccn1	-3.1%	13.6%	-15.6%	-2.3%	21.8%	22.7%	7.3%	-0.4%	i
O=C(NCC(=O)N(CC1CCCO1)C(C(=O)NC1CCCC1)c1ccc(F)cc1)c1ccco1 (configuration not stated)	5.9%	-2.5%	-11.7%	-0.8%	-1.3%	-2.0%	-4.9%	0.1%	i
COc1cccc(CNC(=O)CCCn2nc(C)n3c(cc4sccc43)c2=O)c1	-1.0%	0.9%	-19.7%	-0.8%	9.9%	-32.9%	0.9%	-0.6%	.
N#Cc1nc(COc2ccc(F)cc2)oc1N1CCC(Cc2ccccc2)CC1	-5.8%	1.0%	7.5%	-2.6%	-25.7%	19.3%	-8.2%	.	.
COc1cc([N+](=O)[O-])ccc1NC(=S)Nc1cccc(C(=O)O)c1	-1.4%	2.3%	1.2%	1.4%	21.7%	14.1%	-5.2%	0.3%	i
Cc1sc2ncnc(Sc3ccccc3C(=O)Nc3ccc(C#N)cc3)c2c1C	-2.1%	6.2%	-15.2%	-0.6%	-3.4%	31.7%	-0.7%	-0.8%	i
Cc1ccccc1-c1nc(CS(=O)(=O)CC(=O)NCCc2ccccc2)c(C)o1	3.7%	2.8%	.	-1.0%	.	3.0%	5.3%	-0.5%	.
CCOc1ccc(C(=S)N2CCCC2)cc1OC	4.2%	-4.1%	2.2%	1.5%	17.7%	-60.5%	-2.2%	0.5%	i
COC(=O)c1scc(C)c1N/N=C(\C)c1cc(F)c(Cl)cc1F	0.3%	-2.9%	-18.4%	-0.7%	-17.6%	59.5%	-8.2%	-0.2%	i
COc1ccc(N2CCN(c3nc(-c4cccs4)nc4ccccc34)CC2)cc1	13.9%	36.2%	3.6%	-0.7%	11.0%	5.0%	0.0%	-0.2%	i
Cc1cc2nnc(SCC(=O)N(C)C3CCS(=O)(=O)C3)n2c2ccccc12 (configuration not stated)	6.5%	6.7%	-36.1%	0.5%	11.1%	-34.3%	-6.2%	-0.1%	i
COC(=O)c1ccc(S(=O)(=O)NCc2ccccc2)n1C	4.7%	4.6%	-7.7%	-1.5%	-5.5%	-7.1%	6.1%	0.7%	i
O=C(NCC1CCCO1)c1cc2nc(-c3ccco3)cc(C(F)(F)Cl)n2n1 (configuration not stated)	10.7%	?	1.1%	21.2%	12.2%	3.3%	19.4%	0.7%	.
CC(C)Oc1ccc(C(=O)NCCCNC(=O)c2cccnc2)cc1	0.0%	6.4%	-53.8%	-0.2%	-6.5%	-7.9%	-11.4%	-0.6%	.
CCOC(=O)c1[nH]c2ccccc2c1NC(=O)c1ccc(S(=O)(=O)N(C)C)cc1	-1.6%	5.1%	-26.4%	0.7%	17.7%	12.4%	-2.1%	.	.
CCCc1c(C(=O)NNc2ccccc2OC)cnn1-c1ccccc1	-2.0%	-11.7%	-15.7%	-2.1%	-9.5%	3.2%	3.8%	-0.7%	i
CCCCC1(C)NC(=O)c2c(C)sc(C(=O)OCC)c2N1 (configuration not stated)	2.0%	15.8%	18.7%	-1.8%	-11.7%	16.4%	-6.2%	0.1%	i
CN(C)CC(C)(C)NS(=O)(=O)c1ccc(Cl)cc1	-2.3%	-0.4%	-14.5%	0.0%	-8.1%	0.4%	1.4%	-0.7%	i
Cc1n[nH]c(=S)n(/N=C/c2cccc([N+](=O)[O-])c2)c1=O	-0.3%	-26.0%	-13.0%	-3.2%	2.4%	19.0%	-9.2%	1.0%	i
Cc1cc(NC(=O)CCN2CCN(CCO)CC2)ccc1Br	2.9%	8.0%	25.0%	0.9%	8.6%	-33.7%	-3.5%	-0.3%	.
Next section.
SMILES	KOR beta-arrestin-1	AID2073	NOD1 inhibition	HIV peptide binding	HEK293 NOD2/NF-kB	KOR beta-arrestin-2	NS5 inhibitors	West Nile antiviral	Yfh1-off respiration	others
CCc1nn(CC(=O)NCCCN2CCOCC2)c(=O)c2cc3cc(F)ccc3n12	1.8%	7.7%	18.0%	0.2%	11.4%	-28.8%	-11.8%	1.1%	.
O=C(NCC1CC1)c1onc(CSc2nc3ccccc3[nH]2)c1C(=O)NCC1CC1	2.3%	10.4%	-6.8%	-0.3%	35.2%	-0.5%[20 µM]	-8.8%	-1.3%	.
COc1ccc(CNC(=O)COC(=O)c2cncc(Br)c2)cc1	-1.9%	16.5%	-22.8%	-0.1%	10.9%	27.5%	5.9%	1.1%	i
CCOc1ccc(CNC(=O)C(C)n2ccc3cc(S(=O)(=O)N4CCCC4)ccc32)cc1 (configuration not stated)	-2.8%	12.2%	-10.4%	-0.5%	16.9%	1.5%	-2.7%	0.1%	.
COc1cc(CCNC(=O)c2cnn3ccccc23)cc(OC)c1OC	-5.7%	-7.0%	-1.6%	-3.6%	4.9%	0.9%	-1.4%	0.2%	i
CCc1cccc(C)c1NC(=O)CSc1nnc(C)o1	1.6%	8.4%	-10.1%	0.3%	5.1%	1.9%	1.9%	-0.4%	.
CCc1ccc(-n2cnc3cc(C(=O)NCC(OC)OC)ccc32)cc1	-2.8%	27.5%	-6.6%	0.7%	1.5%	10.2%	-7.3%	0.2%	.

Compound activity from PubChem BioAssay.

The list is partial; the hit share may differ from the screen's.
